# Assay outcomes from PubChem BioAssay.
# GAA glycogen: qHTS Assay for Inhibitors and Activators of Human alpha-Glucosidase Cleavage of Glycogen | 300,000 compounds, 0.38% hits | Potency, µM (series often up to 76.4 µM), for the others: top-dose activity change, negative = inhibition, most hits filed as inhibitors | recombinant GAA, glycogen substrate, Amplex Red glucose oxidase fluorescence | Lysosomal alpha-glucosidase (Homo sapiens), P10253 | AID 2100, 2009;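 further: 0% = full enzyme reaction and -100% = no-enzyme basal signal; the screen sought inhibitors and activators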
#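 qHTS, 1536-well; enzyme 4 nM final; cpd up to 77 uM; substrate bovine liver glycogen 30 ug; 50 mM citrate/phosphate pH 5.0, 0.01% Tween-20; 37 C, 40 min; Amplex Red detection 45 min RT; Hill fit → AC50.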
# Tau fluor cs: Counterscreen qHTS for Inhibitors of Tau Fibril Formation, Fluorescence Polarization; Potency, µM (top dose mostly 57.7 µM), inactives show top-dose activity change, negative = decrease; 280,000 compounds, 0.93% hits; tau K18 P301L Alexa594 fluorescence, heparin fibrillization; further: on the % scale 0 is the no-effect control and ±100 the full control effect; nearly all actives have a fitted effect of over 55% in size
#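 Human tau K18 P301L (15 uM unlabeled, 0.24 uM Alexa 594-labeled) in 100 mM sodium acetate pH 7 with 20 uM heparin, 6 hr at 37 C. ThT 30 uM added, 1 hr ambient; Alexa 594 FP and total fluorescence read at 555/632 nm.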
# GAA inhib: qHTS Assay for Inhibitors of Human alpha-Glucosidase as a Potential Chaperone Treatment of Pompe Disease. Lysosomal alpha-glucosidase (Homo sapiens), P10253. purified human GAA, 4-MU-alpha-glucoside fluorescence. Potency, µM (doses to about 76.9 µM), without a hit: top-dose activity change, negative = inhibition, usual class: inhibitors. 200,000 compounds, 0.005% hits;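 further: plate controls were uninhibited enzyme wells for no effect and no-enzyme background for full effect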
#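 Human alpha-glucosidase, 4 nM, pre-mixed with test compounds before 400 uM 4-methylumbelliferyl substrate; 20 min room temperature at pH 5.0. Fluorescence read after pH 10 stop; AC50 values from Hill-equation fits.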
# HTT ATP protect: qHTS Multiplex Assay to Identify Dual Action Probes in a Cell Model of Huntington: Cytoprotection (ATP); PC12 HTT-Q103 induced, cytoprotection, ATP luminescence, 40 h; Potency, µM (doses to about 56.4 µM), without a hit: cytoprotection (ATP increase), most hits filed as activators; AID 1471, 2008; 230,000 compounds, 0.14% hits;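 further: % of control where 0% means no effect; nearly all actives have a fitted effect of over 45% in size; toxic huntingtin expression switched on by the ecdysone agonist tebufenozide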
#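 Compounds were screened for protection of PC12 cells against cell death after tebufenozide induction (100 nM final) of mutant Huntingtin exon 1 (Q103) fused to GFP.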
# Tau ThT inhib: qHTS for Inhibitors of Tau Fibril Formation, Thioflavin T Binding; recombinant tau K18 P301L (four-repeat tau fragment), heparin-induced fibrillization, ThT fluorescence; Potency, µM (highest dose often 57.4 µM), for inactives: at the top dose activity, negative = inhibition, actives largely listed as inhibitors; 270,000 compounds, 2.1% hits; AID 1460, 2008; further: on the % scale 0 is the no-effect control and ±100 the full control effect; nearly all actives have a fitted effect of over 55% in size
# Target sequence (P10636 561-689 P618L limits assumed): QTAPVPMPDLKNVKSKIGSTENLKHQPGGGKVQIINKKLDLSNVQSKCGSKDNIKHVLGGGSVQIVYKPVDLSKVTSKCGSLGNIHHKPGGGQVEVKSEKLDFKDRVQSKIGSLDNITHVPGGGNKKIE
#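 Heparin-induced (20 uM) aggregation of recombinant human K18 P301L tau, 15 uM unlabeled with 0.24 uM labeled, pH 7 acetate buffer, 6 hr at 37 C with compound. Fibrils quantified by 30 uM ThT fluorescence after 1 hr ambient incubation.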
# GAA spleen mod: qHTS Assay for Inhibitors and Activators of Human alpha-Glucosidase From Spleen Homogenate. Lysosomal alpha-glucosidase (Homo sapiens), P10253. human spleen homogenate, 4-MU-alpha-glucoside fluorescence. Potency, µM (top dose mostly 79.9 µM), inactives show top-dose activity change, negative = inhibition, usual class: inhibitors. 240,000 compounds, 0.006% hits. AID 2112, 2009;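 further: 0% = enzyme with vehicle and -100% = no enzyme basal signal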
#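 Human spleen homogenate (1 ug) with 4-methylumbelliferyl-alpha-D-glucopyranoside (1 mM final) in 50 mM citrate/phosphate pH 5.0, 0.01% Tween-20; 40 min at 37 C. Stopped at pH 10; 4-MU fluorescence Ex 365/Em 440 nm; AC50 by Hill fit.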
# GLA spleen mod: qHTS Assay for Inhibitors and Activators of Human alpha-Galactosidase From Spleen Homogenate | human spleen homogenate, 4MU-alpha-Gal fluorescence, 40 min | Potency, µM (titrated, usually from 80 µM), inactives show at the highest dose activity change, negative = inhibition, actives largely listed as inhibitors | 240,000 compounds, 0.008% hits;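 further: 0% = enzyme with vehicle and -100% = no enzyme basal signal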
# Target sequence (P06280 32-429 limits assumed): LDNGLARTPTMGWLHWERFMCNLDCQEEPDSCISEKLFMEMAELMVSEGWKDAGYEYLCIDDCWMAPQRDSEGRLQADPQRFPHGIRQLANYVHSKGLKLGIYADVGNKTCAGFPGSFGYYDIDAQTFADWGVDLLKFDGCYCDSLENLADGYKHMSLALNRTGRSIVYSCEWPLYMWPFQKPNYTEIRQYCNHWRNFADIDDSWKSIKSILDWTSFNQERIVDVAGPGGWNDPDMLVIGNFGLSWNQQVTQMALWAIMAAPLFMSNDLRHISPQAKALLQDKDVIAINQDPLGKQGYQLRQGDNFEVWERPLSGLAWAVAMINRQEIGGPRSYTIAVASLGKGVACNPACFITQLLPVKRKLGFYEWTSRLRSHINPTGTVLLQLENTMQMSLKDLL
#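 Spleen homogenate 1 ug + cpd (titration) + 4-MU-alpha-D-galactopyranoside 1 mM; 37C 40 min; 50 mM citrate/phosphate pH 5.0, 0.01% Tween-20; stop pH 10; fluorescence 365/440; AC50 via Hill.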
# Tau FP inhib: qHTS for Inhibitors of Tau Fibril Formation, Fluorescence Polarization; K18 P301L tau heparin fibrillization, Alexa594 FP, 6 h; Potency, µM (top dose mostly 57.7 µM), for inactives: at the top dose activity, negative = inhibition, usual class: inhibitors; 280,000 compounds, 0.39% hits; further: on the % scale 0 is the no-effect control and ±100 the full control effect; nearly all actives have a fitted effect of over 55% in size
#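 FP of Alexa 594-tau after heparin (20 uM) induction. Substrate: human K18 P301L, 15 uM unlabeled, 0.24 uM labeled. Buffer 100 mM sodium acetate pH 7. 6 hr, 37 C.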
# Numbers without * were called inactive; u = inconclusive; x = not tested or not shown; & = joins results of further samples; [ ] = another dose, or the depositor's remark. The call rests on the fitted dose curve; in most records, active means well fitted curve in the direction sought with a large enough effect; inconclusive means small, poorly fitted or top-dose-only effect, or another doubt; inactive means no such curve, though single readings can be large; an effect the other way counts as inactive or inconclusive. Potency means the concentration at half of the fitted maximal effect. Rows were taken by chance, and some 3.3% of all compounds hit somewhere here.
# Codes: A = GAA glycogen; B = Tau fluor cs; C = GAA inhib; D = HTT ATP protect; E = Tau ThT inhib; F = GAA spleen mod; G = GLA spleen mod; H = Tau FP inhib
Cc1cc(C)cc(Oc2ccc(-c3nnc(-c4ccccc4)o3)cc2[N+](=O)[O-])c1
  A = 7%; B = -6%; C = -5%; D = 11%[10 µM]; E = 1%; F = 2%; G = 4%; H = 6%
COCCn1nnnc1C(C(C)C)N1CCC(Cc2ccccc2)CC1 (configuration not stated)
  A = -17%; B = -2%; C = -1%; D = 11%[10 µM]; E = 1%; F = 7%; G = 7%; H = 7%
CCCCCn1c(NC2CCCCC2)nc2c1c(=O)[nH]c(=O)n2C
  A = 1%; B = -4%; C = x; D = 1%[10 µM]; E = 2%; F = -3%; G = 4%; H = 0%
Cc1cc(Br)cc2c1NC(=O)C2(c1c(C)n(C)n(-c2ccccc2)c1=O)c1c(C)n(C)n(-c2ccccc2)c1=O
  A = 3%; B = -5%; C = -13%; D = -4%[1.9 µM]; E = u; F = -8%; G = -1%; H = -3%
CCOC(=O)C1(CCCCCCOc2ccc(Cl)cc2)CO1 (configuration not stated)
  A = -6%; B = -11%; C = 0%[15.4 µM]; D = x; E = u; F = -2%; G = -7%; H = -4%
COC(=O)c1ccccc1NC(=O)CN(C)Cc1ccccc1
  A = -3%; B = -5%; C = -13%; D = -10%[10 µM]; E = -5%; F = 7%; G = -4%; H = 0%
CC1=CC(C)(C)N(S(=O)(=O)c2ccc(F)cc2)c2ccccc21
  A = 0%; B = -17%; C = u; D = -55%[inhibitor]; E = -20%; F = -19%; G = -28%; H = 5%
CC/C(O)=C(/C#N)c1nnc2n1CCCCC2
  A = 1%; B = -3%; C = -2%; D = 4%[10 µM]; E = -7%; F = -7%; G = 0%; H = 7%
CCN1CCN(c2nc(Nc3cccc(C)c3)nc(N)c2[N+](=O)[O-])CC1
  A = 6%; B = 2%; C = -5%; D = x; E = u; F = -7%; G = -5%; H = 0%
CCOC(=O)N1CCN(C(=S)NC(=O)c2ccnn2C)CC1
  A = 1%; B = 2%; C = 1%; D = -1%[10 µM]; E = 0%; F = -8%; G = -1%; H = 4%
CCCCc1ccc(NC(=O)c2cnccn2)cc1
  A = -1%; B = -20%; C = 6%; D = -146%[inhibitor]; E = -17%; F = 8%; G = 8%; H = -15%
NC(=NCCc1ccccc1)NS(=O)(=O)c1cccs1
  A = 7%; B = -6%; C = 1%; D = u; E = -1%; F = 1%; G = 0%; H = -4%
O=C(CCCc1c[nH]c2ccccc12)N1CCN(S(=O)(=O)c2cccs2)CC1
  A = 0%; B = -27%; C = -9%; D = 19%[10 µM]; E = -11%; F = -1%; G = -15%; H = 8%
CC1=NN(c2ccccc2)C(=O)C1N=Nc1ccccc1 (configuration not stated)
  A = 5%; B = -10%; C = -2%; D = x; E = u; F = -9%; G = -7%; H = 4%
O=C(NC1(C(F)(F)F)C(=O)Nc2c1c(=O)[nH]c(=O)n2Cc1ccco1)C1CC1 (configuration not stated)
  A = 4%; B = 0%; C = 3%; D = 26%[10 µM]; E = 3%; F = 5%; G = 5%; H = 0%
CCC1CCCCN1C(=S)NC(=O)c1cc(S(=O)(=O)N2CCOCC2)ccc1C (configuration not stated)
  A = -3%; B = -16%; C = x; D = 30%[10 µM]; E = -9%; F = -6%; G = 2%; H = -2%
COc1ccc(CNC(=O)/C=C/c2ccco2)cc1OC
  A = -4%; B = -8%; C = 3%; D = u; E = -16%; F = 0%; G = 6%; H = -13%
CC1CN(C(=O)C(C)Sc2nc3ccccc3s2)CC(C)O1 (configuration not stated)
  A = -6%; B = -7%; C = -2%; D = -1%; E = -18%; F = 1%; G = 10%; H = -11%
CNC(=S)Nc1cc(C)ccc1OC(F)F
  A = -4%; B = 4%; C = x; D = 11%[10 µM]; E = 4%; F = 1%; G = -18%; H = -10%
Cc1ccc(S(=O)(=O)c2cn(CC(=O)Nc3ccccc3C)c3cc4c(cc3c2=O)OCO4)cc1
  A = -14%[76.3 µM]; B = -13%; C = x; D = x; E = u; F = x; G = x; H = 0%
c1ccc2c(c1)NCCS2
  A = u; B = -4%; C = 5%; D = 34%[10 µM]; E = 4%; F = -4%; G = -6%; H = 2%
O=C(CC1C(=O)NCCN1Cc1c(F)cccc1Cl)NC1CCCC1 (configuration not stated)
  A = -1%; B = -8%; C = -6%; D = 21%[10 µM]; E = -9%; F = -2%; G = 3%; H = -8%
COc1cc(CNC23CC4CC(CC(C4)C2)C3)ccc1OCc1ccccc1
  A = -24%; B = -9%; C = -12%; D = x; E = -7%; F = -9%; G = 5%; H = 5%
COc1cc(NS(=O)(=O)c2ccc(NC(=S)NC(=O)/C=C/c3ccco3)cc2)ncn1
  A = 10%; B = -1%; C = 0%; D = x; E = u; F = 0%; G = -1%; H = 4%
Cc1ccc(C2=NN(CCC(=O)NCCC(C)C)C(=O)CC2)cc1
  A = 4%; B = -5%; C = -4%; D = 17%[10 µM]; E = -1%; F = -5%; G = 0%; H = -7%

# 3 compounds already listed, ordered by the number in GAA glycogen, high to low.
SMILES	GAA glycogen
COc1cc(NS(=O)(=O)c2ccc(NC(=S)NC(=O)/C=C/c3ccco3)cc2)ncn1	10%
Cc1cc(C)cc(Oc2ccc(-c3nnc(-c4ccccc4)o3)cc2[N+](=O)[O-])c1	7%
O=C(NC1(C(F)(F)F)C(=O)Nc2c1c(=O)[nH]c(=O)n2Cc1ccco1)C1CC1 (configuration not stated)	4%

# Next section
# Codes: A = GAA glycogen; B = Tau fluor cs; C = GAA inhib; D = HTT ATP protect; E = Tau ThT inhib; F = GAA spleen mod; G = GLA spleen mod; H = Tau FP inhib
CCC(=O)NC(=S)Nc1cccc(-c2nc3ncccc3o2)c1
  A = -3%; B = 12%; C = 0%; D = -2%[10 µM]; E = 9%; F = 3%; G = 4%; H = -2%
O=C(COC(=O)CCC(=O)c1cccs1)Nc1cccc(S(=O)(=O)N2CCOCC2)c1
  A = 2%; B = -5%; C = -12%; D = -27%; E = 5%; F = -19%; G = -2%; H = -7%
CCC(=O)Nc1ccccc1N1CCN(S(C)(=O)=O)CC1
  A = -4%; B = -5%; C = -2%; D = -16%; E = -4%; F = -6%; G = -4%; H = 3%
CCCCOc1ccc(C(O)C(CN2CCOCC2)c2ccccc2)cc1 (configuration not stated)
  A = 2%; B = 4%; C = x; D = -38%[10 µM]; E = 1%; F = -2%; G = 2%; H = 5%
CCOC(=O)C1CCN(C(=O)C2(NC(=O)NC3CCCCC3)CCCCC2)CC1
  A = -8%; B = 3%; C = -2%; D = 22%[10 µM]; E = -4%; F = 5%; G = 0%; H = -2%
Nc1cc(C(Cl)=C(Cl)Cl)c(S(N)(=O)=O)cc1S(N)(=O)=O
  A = x; B = -10%; C = x; D = u; E = -5%; F = 9%; G = 7%; H = 4%
CCCCCCN(C(=O)CCCCCN1C(=O)NC(c2ccc(C(C)(C)C)cc2)C(C(=O)OCc2ccccc2)=C1C)C(C(=O)NCCCC)c1ccc(OCC(=O)OC)c(C(=O)OC)c1 (configuration not stated)
  A = -4%; B = -11%&-7%; C = x; D = 3%[10 µM]; E = -16%&-11%; F = -4%&2%; G = 0%&6%; H = 3%&13%
CCC1(CC)C(=O)N=C2c3ccccc3C(=O)N21
  A = 3%; B = -5%; C = 6%; D = -16%[0.074 µM]; E = -6%; F = 1%; G = 3%; H = 4%
COc1cccc(NC(=O)CN2C(=O)C(c3ccc(C)cc3)=NC23CCCCCC3)c1
  A = 14%; B = -16%; C = -3%; D = -14%[10 µM]; E = 6%; F = -1%; G = 1%; H = -14%
Cc1c(C(=O)NCc2cccnc2)sc2ncn(CC(=O)N3CCCCC3C)c(=O)c12 (configuration not stated)
  A = 2%; B = 10%; C = -1%; D = -22%; E = 6%; F = -1%; G = -5%; H = 10%
CCCn1c(=O)c2ccccc2n2c(SCC(=O)c3ccccc3)nnc12
  A = -9%; B = -4%; C = -1%; D = 16%[10 µM]; E = 2%; F = 0%; G = 4%; H = 3%
O=c1[nH][nH]cc1C=Nc1ccccc1Cl
  A = 3%; B = 2%; C = -8%; D = -34%[inhibitor]; E = -3%; F = x; G = 3%; H = 1%
Nn1cc(-c2ccccc2)nc1SCC(=O)NCC(F)(F)F
  A = 8%; B = 3%; C = -4%; D = -13%; E = -7%; F = 0%; G = 3%; H = 1%
CN(C)S(=O)(=O)c1ccc(N2CCCC2)c(C(=O)Nc2nc3ccc(F)cc3s2)c1
  A = 1%; B = -24%; C = u; D = -17%[10 µM]; E = -14%; F = -5%; G = 1%; H = u
COc1cc(/C=N\NC(=O)C2COc3ccccc3O2)cc(OC)c1O (configuration not stated)
  A = 5%; B = -11%; C = x; D = -11%[10 µM]; E = u; F = -2%; G = 4%; H = 6%

# Copied from above, 4 compounds:
# Codes: A = GAA glycogen; B = Tau fluor cs; C = GAA inhib; D = HTT ATP protect; E = Tau ThT inhib; F = GAA spleen mod; G = GLA spleen mod; H = Tau FP inhib
O=c1[nH][nH]cc1C=Nc1ccccc1Cl
  A = 3%; B = 2%; C = -8%; D = -34%[inhibitor]; E = -3%; F = x; G = 3%; H = 1%
Nn1cc(-c2ccccc2)nc1SCC(=O)NCC(F)(F)F
  A = 8%; B = 3%; C = -4%; D = -13%; E = -7%; F = 0%; G = 3%; H = 1%
CN(C)S(=O)(=O)c1ccc(N2CCCC2)c(C(=O)Nc2nc3ccc(F)cc3s2)c1
  A = 1%; B = -24%; C = u; D = -17%[10 µM]; E = -14%; F = -5%; G = 1%; H = u
COc1cc(/C=N\NC(=O)C2COc3ccccc3O2)cc(OC)c1O (configuration not stated)
  A = 5%; B = -11%; C = x; D = -11%[10 µM]; E = u; F = -2%; G = 4%; H = 6%
